Polio RdRp inh – poliovirus RdRp elongation inhibitors, primary screen, biochemical, fluorescence polarization, total intensity; Genome polyprotein (Poliovirus type 1 (strain Mahoney)), P03300; AID 588519, 2011; 0.66% of 150,000 active; % elongation, % (compound at 16.7 µg/mL); poliovirus polymerase elongation; stronger effect = lower value; in the data active = % elongation below about 90%; also: some results filed as inactive read as strong as hits
Target sequence (P03300 1749-2209 limits assumed): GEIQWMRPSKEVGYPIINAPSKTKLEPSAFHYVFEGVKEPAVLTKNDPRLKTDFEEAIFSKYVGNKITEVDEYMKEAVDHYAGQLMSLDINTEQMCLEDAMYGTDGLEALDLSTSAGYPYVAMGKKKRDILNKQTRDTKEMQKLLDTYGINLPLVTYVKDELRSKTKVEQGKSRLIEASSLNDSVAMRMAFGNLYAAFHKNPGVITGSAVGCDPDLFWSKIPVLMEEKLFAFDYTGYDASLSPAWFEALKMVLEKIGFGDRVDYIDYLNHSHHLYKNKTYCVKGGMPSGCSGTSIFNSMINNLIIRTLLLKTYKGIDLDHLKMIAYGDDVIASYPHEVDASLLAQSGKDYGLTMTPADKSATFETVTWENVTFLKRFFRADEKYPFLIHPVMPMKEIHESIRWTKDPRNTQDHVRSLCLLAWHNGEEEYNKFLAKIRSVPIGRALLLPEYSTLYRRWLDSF
Polio RdRp inh FP z-score – recorded beside Polio RdRp inh, whose call it bears; z-score; measured here: FP z-score; hits read low
Active calls of the source: *. These rows are one share of the data; rates above refer to the full screens.

Molecule	Polio RdRp inh FP z-score	Polio RdRp inh
O=C(CSc1ncc(-c2ccccc2)[nH]1)Nc1ccccc1	-1	102.0
O=C(NCC1CCCO1)c1cc2c(s1)CCC2 (stereo not drawn)	0.2	103.0
CC1(C)Cc2ccccc2C(N/N=C/c2ccco2)=N1	1.1	104.0
COC(=O)c1ccc2c(=O)n(NC(C)=O)c(=S)[nH]c2c1	1.1	102.0
Nc1cccc2c1C(=O)N(CC(=O)NC13CC4CC(CC(C4)C1)C3)C2=O	-1.2	95.0
CCCc1nn2c(=O)cc(COc3ccc(/C=C(\C#N)C(=O)Nc4ccccc4)cc3)nc2s1	-0.8	104.0
CCc1ccc(-c2nc(CSCC(=O)N3CCc4ccccc4C3)c(C)o2)cc1	-0.1	101.0
CCCn1c(SCC(=O)OC(C)(C)C)n[nH]c1=O	-0.6	100.0
O=C1c2ccccc2C(=O)N1CN1CCC(O)(c2ccc(Cl)cc2)CC1	0.8	106.0
CCN(CC)c1cc(C)c2cc(NC(=O)/C=C/c3ccccc3OC(C)C)ccc2n1	2.1	112.0
COc1ccc(-n2nc3ccc(NC(=O)c4cc5ccccc5o4)cc3n2)cc1Cl	-0.2	102.0
COc1cccc(Cn2c(=O)n(-c3ccccc3C)c(=O)c3c2c2cc(C)ccc2n3C)c1	2.3	117.0
Cc1cccc(NS(=O)(=O)c2c(C)nc3sccn3c2=O)c1C	-0.5	102.0
COc1cc2c(cc1OC)C(C)N(C(=O)c1nn(C)c3c1CSc1ccccc1-3)CC2 (stereo not drawn)	0.3	104.0
O=C(O)CSc1ccccc1Br	-0.9	100.0
C/C(=N\OC(=O)c1ccccc1)c1cc(-c2ccccc2)no1	0.1	102.0
O=C(Nc1ccccc1C(F)(F)F)c1ccc2oc(=O)c(S(=O)(=O)c3ccc(F)cc3)cc2c1	-0.9	104.0
CC1CCCN(C(=O)COC(=O)c2cc(S(=O)(=O)N3CCCC3)ccc2O)C1 (stereo not drawn)	0.2	105.0
Cc1ccc(CNC(=O)CCCn2c(=O)c3sccc3n(Cc3ccc(F)cc3Cl)c2=O)cc1	-0.3	101.0
O=C(c1ccc2c(c1)N(Cc1ccccc1)C(=O)c1ccccc1S2(=O)=O)N1CCCCCC1	0.8	108.0
Cc1cccn2c(=O)c(C(=O)NC(C)c3ccccc3)c(O)nc12 (stereo not drawn)	1.3	109.0
Cc1ccc2nc(COc3ccccc3NC(=O)COc3ccccc3Cl)cc(=O)n2c1	-1.5	99.0
N#CCCn1c(SCc2csc(-c3ccccc3)n2)nc2ccccc21	0.6	107.0
CCc1ccc(NC(=O)Cn2c(=O)n(CCC(=O)NCc3ccco3)c(=O)c3ccccc32)cc1	-0.3	98.0
CCn1c(=O)cc(SCC(=O)Nc2ccc(C)c(F)c2)c2ccccc21	0.8	110.0
Cc1ccc(C2C=C(c3ccc(C(C)C)cc3)Nc3ncnn32)cc1 (stereo not drawn)	-0.2	101.0
CN1Cc2cc(CN3C(=O)c4ccccc4C3=O)ccc2NC1=O	0.5	108.0
CCOC(=O)c1ccc(-c2coc3cc(O)cc(O)c3c2=O)o1	0	105.0
CN(Cc1n[nH]c(=S)n1C)S(=O)(=O)c1ccccc1	-0.3	100.0
Cc1ccc(Cn2c(=O)n(Cc3nc(-c4ccccc4)no3)c(=O)c3cc4c(cc32)OCO4)cc1	-1.4	101.0

Among those listed so far, 7 contain four or more nitrogen atoms:
Molecule	Polio RdRp inh FP z-score	Polio RdRp inh
CCCc1nn2c(=O)cc(COc3ccc(/C=C(\C#N)C(=O)Nc4ccccc4)cc3)nc2s1	-0.8	104.0
COc1ccc(-n2nc3ccc(NC(=O)c4cc5ccccc5o4)cc3n2)cc1Cl	-0.2	102.0
N#CCCn1c(SCc2csc(-c3ccccc3)n2)nc2ccccc21	0.6	107.0
CCc1ccc(NC(=O)Cn2c(=O)n(CCC(=O)NCc3ccco3)c(=O)c3ccccc32)cc1	-0.3	98.0
Cc1ccc(C2C=C(c3ccc(C(C)C)cc3)Nc3ncnn32)cc1 (stereo not drawn)	-0.2	101.0
CN(Cc1n[nH]c(=S)n1C)S(=O)(=O)c1ccccc1	-0.3	100.0
Cc1ccc(Cn2c(=O)n(Cc3nc(-c4ccccc4)no3)c(=O)c3cc4c(cc32)OCO4)cc1	-1.4	101.0

Other results.
Molecule	Polio RdRp inh FP z-score	Polio RdRp inh
CCOC(=O)C1=CN(C)C=C(C(=O)OCC)C1c1ccc(C)c(Br)c1	-0.2	101.0
CCn1c(=O)cc(OCC(=O)O)c2ccccc21	-0.5	100.0
O=C(CN1CCN(C(=O)c2cccnc2Sc2ccc(Cl)cc2)CC1)N1CCCC1	0.4	102.0
O=C(CSc1nnc2[nH]c(=O)ccn12)NCc1ccc(F)cc1	-1.1	100.0
O=C(NCCc1ccccc1)c1cc2sccc2n1Cc1ccc(F)cc1	0.7	107.0
CCCN(CCC)C(=O)c1cccc2c1-c1ccccc1C2=O	0.3	105.0
O=C(NCc1ccc(Cl)cc1)c1ccc(CS(=O)c2cccc(Cl)c2)o1 (stereo not drawn)	0.2	102.0
O=C(Cn1nnc2ccccc2c1=O)c1ccccc1	0.3	104.0
COC(=O)c1ccccc1NC(=O)c1cccs1	-0.1	101.0
O=S1(=O)CCC(NC(=S)SCCOc2ccccc2OCCO)C1 (stereo not drawn)	-0.7	100.0
CCc1ccc(NC(=O)CN(c2ccc(C)cc2)S(=O)(=O)c2c(C)nn(C)c2C)cc1	0	104.0
Fc1ccc(CSc2nc(N3CCOCC3)nc(N3CCOCC3)n2)cc1	-0.2	102.0
CCn1c(=N)n(CCOc2ccc(C)cc2)c2ccccc21	0.7	105.0
O[N+]1=CC=CCC1=S.On1ccccc1=S.[Zn]	0.3	101.0
O=C(CN1C(=O)C2(SCC(=O)N2c2ccc(Cl)cc2)c2ccccc21)NCCc1ccccc1 (stereo not drawn)	0.5	110.0
CCn1c(C)cc(O)c(C(c2cccc(OC)c2)N2CCN(c3ccccn3)CC2)c1=O (stereo not drawn)	0.3	103.0
CCn1nnc2c(Nc3cccc(C)c3)ncnc21	0.3	106.0
OC1(C(F)(F)F)CC(c2ccc(F)cc2)=NO1 (stereo not drawn)	0.3	103.0
COc1cc(NC(=O)c2ccc(-c3nc(COc4ccccc4)c(C)o3)cc2)cc(OC)c1	0.4	110.0
O=C(Cn1c(-c2cccs2)cc2ccccc21)NCCCN1CCN(c2ccccc2F)CC1	0.6	114.0
COC(=O)Cc1c(C)c2ccc3c(c2oc1=O)CN(Cc1ccc(Cl)cc1)CO3	-0.5	104.0
O=C(O)C1CCCN(Cc2ccco2)C1 (stereo not drawn)	0.7	104.0
CCN(CC)C(=O)Cn1cc(SCC(=O)Nc2cc(OC)ccc2OC)c2ccccc21	-0.4	111.0
Cc1nn(Cc2ccc(C(=O)Nc3cc(Cl)cc(Cl)c3)o2)c(C)c1Br	-0.5	100.0
CC(Sc1ccc(Cl)cc1)C(=O)NN=C1CCN(C)CC1 (stereo not drawn)	0	101.0
COc1cc([N+](=O)[O-])ccc1NC(=O)c1nc2ccccc2n(C)c1=O	0.1	112.0
O=C(NCCc1ccccc1)c1cccc(N2C(=O)C3CC=CCC3C2=O)c1 (stereo not drawn)	-1.2	99.0
CCN(c1ccccc1C)S(=O)(=O)c1nnc(NC(=O)c2ccco2)s1	1	112.0
C[C@@]12CCC(=O)[C@]1(C)CCC2=O	0.7	104.0
Cc1ccccc1N=C1Nc2ccc3ccccc3c2C1=O	0.2	102.0

Next section.
Molecule	Polio RdRp inh FP z-score	Polio RdRp inh
CC(C)C(NS(=O)(=O)c1ccc2c(c1)OCCO2)C(=O)OCN1C(=O)c2ccccc2C1=O (stereo not drawn)	-0.1	103.0
Cc1ccc2nc3n(c(=O)c2c1)CCCc1nn(-c2nc4ccccc4s2)c(N)c1-3	0.3	105.0
c1csc(CNc2ccc(NCc3cccs3)cc2)c1	0	102.0
O=C(NCC(F)(F)F)c1ccc2c(c1)OCO2	-0.1	102.0
COc1ccc(CN2C(=O)c3ccccc3C2C(=O)NC2CCCCCC2)c(OC)c1 (stereo not drawn)	-0.2	105.0
CCCN(CCC)CCCNC(=O)C1CCCN(S(=O)(=O)c2cccc3nsnc23)C1 (stereo not drawn)	0.7	110.0
Cc1ccc(-c2nc(NC(=O)CSc3nc(C)nc4sc5c(c34)CCCC5)ns2)cc1	-0.2	103.0
COc1ccc(Nc2cnc(=O)nc3ccccc23)cc1	0.1	101.0
C=CCC(CC=C)(CNC(=O)C(=O)Nc1ccc(Br)cc1)c1ccc(OC)c(OC)c1	-0.1	106.0
COC(=O)c1cccc(C(=O)Nc2ccc(F)cc2)n1	0.4	103.0
O=C(CCc1ccccc1)NC(c1ccc2c(c1)OCO2)c1c(O)ccc2ccccc12 (stereo not drawn)	0.4	107.0
CCSc1ncnc2sc3c(c12)CCC3	-1.2	100.0
Cc1ccccc1CN1CCNC(=O)C1CC(=O)O (stereo not drawn)	-0.7	100.0
CC(C)N(CCC#N)C(=O)Nc1ccc2c(c1)CCO2	-0.6	99.0
O=C(CSc1nc2ccccc2c(=O)n1C1CCCC1)Nc1ccc2c(c1)OCCO2	0.1	102.0
Cc1ccc2c(CNCCc3ccco3)c(C(=O)O)n(Cc3ccccc3)c2c1	-0.8	100.0
COc1ccc(-c2nn(-c3ccccc3)cc2C(=O)Nc2ccc3[nH]c(=O)[nH]c3c2)cc1	-0.7	97.0
CCCN1C/C(=C/c2ccsc2)C(=O)/C(=C/c2ccsc2)C1	-0.6	99.0
Cc1ccc(-c2cn3ccccc3n2)cc1	0.5	104.0
COc1ccc(NC(=O)C(C)Oc2ccc3c(C)c(CCC(C)C)c(=O)oc3c2)cc1 (stereo not drawn)	0.3	103.0
O=C(NCCc1ccccc1)c1ccc(CS(=O)Cc2ccc(Cl)cc2)o1 (stereo not drawn)	0.5	109.0
Cc1nc(=O)c(-c2ccccc2)c(C)n1CCN1CCCCC1	0.3	103.0
CCCC(=O)Nc1ccc2nc(SCC(=O)N3CCOCC3)sc2c1	1.3	112.0
Cc1ccccc1Nc1nc(N)nc(CN2C(=O)CS/C2=C\C(=O)C(C)(C)C)n1	1.2	116.0
Cc1ccc(Cl)cc1N1CCN(C(=O)c2cc3c(=O)n(C)c4ccccc4c3s2)CC1	0.4	106.0
CCC(C)C(=O)O[C@H]1[C@H](O)C2C(CN3CC(C)CCC3[C@@]2(C)O)C2C[C@]34O[C@]5(O)C(OC(=O)C(C)(O)CC)CC[C@@]3(C)C5C(OC(C)=O)[C@@H](OC(C)=O)C4[C@@]21O (stereo partly drawn)	0.6	102.0
NNCc1c(Cl)cccc1Cl	0.2	102.0
CC(C)(C)C(=O)Nc1ccccc1C(=O)NCc1cccnc1	-0.3	101.0
O=C(Cc1ccccc1)N(Cc1cccnc1)c1nc2c(F)cc(F)cc2s1	-0.3	105.0
CCOC(=O)/C(=C\c1cc(Br)c(O)c(OC)c1)C1=Nn2c(C)nnc2SC1	-0.3	100.0

Going on with the list.
Molecule	Polio RdRp inh FP z-score	Polio RdRp inh
COc1ccc(C(=O)N2c3ccccc3CC2C)cc1 (stereo not drawn)	-0.2	101.0
Cc1cc(C)c(Nc2nn3c(=O)c4cc5c(cc4nc3s2)OCO5)c(C)c1	-5*	87.0*
CCCn1c(SCC(=O)Nc2ccccc2)n[nH]c1=O	-0.8	96.0
CCCC1CC(c2csc(C)n2)CCO1 (stereo not drawn)	0.3	106.0
CCCCOc1cccc(C(=O)N(Cc2ccc(Br)o2)C2CCS(=O)(=O)C2)c1 (stereo not drawn)	-0.1	102.0
CCC(Cn1nnc2ccccc2c1=O)NC(=O)Nc1cccc(C)c1C (stereo not drawn)	1	110.0
COc1ccc(CCNC(=O)C2CCN(c3nc4ccccc4nc3C(F)(F)F)CC2)cc1OC	1.6	115.0
Cc1ccc(Cn2c(=O)n(-c3ccccc3)c(=O)c3ccc(C(=O)NCc4ccco4)cc32)cc1	0	104.0
Cc1cc(OCC(N)=O)c(C(C)C)cc1Cl	-1.7	97.0
O=C(Nc1cc(-c2nc3cc(Cl)ccc3o2)ccc1Cl)c1cc2ccccc2o1	-0.2	104.0
CCCCNC(=O)c1cc(-c2cccs2)on1	0	101.0
CCCCCC(=O)N(c1ccc(OCC)cc1)S(=O)(=O)c1ccc2c(c1)n(C)c(=O)n2C	-0.6	103.0
CCN(CC)C(=O)N1CCC(C(=O)OC)CC1	-1	99.0
O=C(CCc1ccccc1)Nc1ccc2[nH]c(=O)oc2c1	-0.1	100.0
CCc1cccc(C)c1NC(=O)CCC(=O)N1CCOc2ccccc21	0	103.0
Cc1nn(-c2ccc(N3CCCC3)nn2)c(C)c1CCC(=O)N1CCN(c2ccc(F)cc2)CC1	2.6	120.0
CC(Oc1ccc(Cl)cc1Cl)C(=O)N(C)C (stereo not drawn)	0.1	101.0
COc1ccc(-c2nnc(SCC(=O)NCCC(C)C)nc2-c2ccc(OC)c(OC)c2)cc1OC	0.3	108.0
CCOC(=O)c1c(C)noc1-c1csc(-c2cccc(C(F)(F)F)c2)n1	0	102.0
Cn1c(SCC(=O)N2CCCc3ccccc32)ncc(C(=O)Nc2ccc(Cl)cc2)c1=O	-1.5	100.0
CC(=O)[C@H]1[C@H](C#N)C[C@H]2[C@@H]3CC=C4C[C@@H](O)CC[C@]4(C)[C@H]3CC[C@@]21C	0.2	101.0
COc1cc(Cl)c(C)cc1NC(c1ccccc1)c1nnc(-c2ccccc2Cl)o1 (stereo not drawn)	0.3	106.0

Part of the list above in order of molecular weight, low to high.
Molecule	Polio RdRp inh FP z-score	Polio RdRp inh
O=C(CSc1nnc2[nH]c(=O)ccn12)NCc1ccc(F)cc1	-1.1	100.0
CCCCOc1cccc(C(=O)N(Cc2ccc(Br)o2)C2CCS(=O)(=O)C2)c1 (stereo not drawn)	-0.1	102.0
COc1ccc(CCNC(=O)C2CCN(c3nc4ccccc4nc3C(F)(F)F)CC2)cc1OC	1.6	115.0

Screens: PubChem, ICCB-Longwood Screening Facility, Harvard Medical School
